GPR55 beta-arrestin – selective activators of receptor GPR55 – imaging, U2OS cells, beta-arrestin-GFP redistribution, primary screen (AID 1961). activation, % at 10 µM; hits with a dose series show EC50 in µM. actives 0.048% (n = 290,000). U2OS GPR55 beta-arrestin-GFP redistribution imaging; higher % means a stronger effect;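 active = activation above 40% with more than 50 cells counted in the well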;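 also: U2OS osteosarcoma cells stably expressing GPR55 and beta-arrestin-GFP; plate controls were DMSO negative control for no effect and LPI positive control for full effect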
P. falciparum M1AAP – P. falciparum M1AAP inhibitors, biochemical, fluorogenic H-Leu-NHMec substrate, 1536-well (AID 1445); recombinant M1AAP, H-Leu-NHMec fluorogenic kinetic assay; higher % means a stronger effect; inhibition, % at 30 µM; hits with a dose series show IC50 in µM; actives 0.42% (n = 220,000);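 active = primary inhibition above the hit cutoff, then over 50% inhibition at one or more dose response concentrations, cut at about 23% in these data, passing the limit was not always enough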;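 also: plate controls were DMSO full reaction for no effect and no enzyme background for full effect; strong numbers were not always called active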
HEK293 NOD2/NF-kB – inhibition of NOD2-driven NF-kB reporter – cell-based, luminescence, uHTS, HEK293 (AID 1566); HEK293 NOD2/NF-kB luciferase reporter, luminescence; higher % means a stronger effect; one-dose inhibition, % at 4 µM; EC50 in µM for titrated hits; actives 0.63% (n = 290,000); also: many of its hits are not listed in these tables
P. falciparum M17LAP – P. falciparum M17LAP inhibitors, primary screen, biochemical, fluorogenic H-Leu-NHMec substrate, 1536-well (AID 1619) | recombinant M17LAP, H-Leu-NHMec fluorogenic kinetic assay; higher % means a stronger effect | one-dose inhibition, % at 30 µM; IC50 in µM for titrated hits | actives 0.38% (n = 220,000);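 active = compound inhibiting the enzyme by more than half at any dose during confirmatory dose-response retesting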;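 also: plate controls were full reaction with DMSO carrier for no effect and no enzyme background for full effect; strong numbers were not always called active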
NOD1 NF-kB reporter – inhibition of NOD1-driven NF-kB reporter – cell-based, luminescence, uHTS, primary screen (AID 1578); NOD1-driven NF-kB luciferase reporter cells, luminescence; higher % means a stronger effect; inhibition, % at 4 µM, or EC50 in µM where a hit was titrated; actives 1% (n = 290,000); in the data active = inhibition mostly above about 36%, no sharp cut-off; inactive = mostly below about 34%;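 also: HEK-293T reporter cells stimulated with the NOD1 agonist gamma-tri-DAP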
KOR beta-arrestin-1 – kappa opioid receptor activators – cell-based, luminescence, uHTS, primary screen (AID 1777) | KOR beta-arrestin recruitment, luminescence; higher % means a stronger effect | one-dose activation, % at 10 µM; EC50 in µM for titrated hits | actives 0.02% (n = 280,000); in the data active = activation above about 50%, passing the limit was not always enough; also: a part of the inactive calls stands beside numbers as strong as those of hits
AID2073 – disruptors of CaV2.2 binding to Mint1 – biochemical, HTRF (AID 2073); HTRF protein-protein interaction, Mint1-CaV2.2; higher % means a stronger effect; one-dose inhibition, % at 20 µM; IC50 in µM for titrated hits; actives 0.19% (n = 290,000); in the data active = inhibition mostly above about 51%, no sharp cut-off; also: some results filed as inactive read as strong as hits
KOR beta-arrestin-2 – kappa opioid receptor blockers – cell-based, luminescence, uHTS (AID 1778) | inhibition, % at 10 µM, or IC50 in µM where a hit was titrated | KOR beta-arrestin recruitment, luminescence, antagonist mode; higher % means a stronger effect | actives 0.091% (n = 290,000); also: strong numbers were not always called active
Dynein cargo inh – blocks dynein driven cargo transport along microtubules; z-score, hits read low; actives 0.47% (n = 220,000); 3617.4 mouse cells, GR-EGFP nuclear translocation imaging; test concentration mostly 20 µM; stimulated with dexamethasone, 1 µM; active compounds read low;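 active = plate z-score of nuclear minus cytoplasmic receptor signal below a set negative limit, without overly bright fluorescence or cell loss, cut at about -3.5 in these data, passing the limit was not always enough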;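 also: z-score of nuclear minus cytoplasmic ring GR-EGFP intensity difference per well; some compounds called inactive have numbers as strong as hits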
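Buffer or medium: Induction medium lacking tetracycline, stripped serum | Also added: Dexamethasone agonist, 1.0 µM final, for 30 min | Timing: 48 h induction, 1 h compound, 30 min dex at 37 °C | Detection: Formaldehyde fixation, Hoechst nuclear stain, 10x automated fluorescence imaging | Measure: Nuclear versus cytoplasmic GR-EGFP signal, averaged per well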
Dynein cargo inh cytoplasmic EGFP – further read-out of Dynein cargo inh, marked with its call; z-score; measured here: cytoplasmic GR-EGFP intensity; active compounds read high
Dynein cargo inh nuclear GR-EGFP – recorded beside Dynein cargo inh, whose call it bears; z-score; measured here: nuclear GR-EGFP intensity;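 lower value marks the stronger effect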
Dynein cargo inh cell count – also measured in Dynein cargo inh; calls as there; z-score; measured here: cell count per field
Starred values were filed as active, the others as inactive; . = no result given. Rule as the data show it, unless noted: active = inhibition above about 50%; inactive = the rest. Only part of the results is shown; count on the stated rates, not on these rows.

No.	SMILES	GPR55 beta-arrestin	P. falciparum M1AAP	HEK293 NOD2/NF-kB	P. falciparum M17LAP	NOD1 NF-kB reporter	KOR beta-arrestin-1
1	CCn1ncc(C(=O)Nc2cccc(Cl)c2)c1C	0.5%	2%	-46%	-13%	-41%	-1.5%
2	Cc1sc2c(c1C)c(=O)n(-c1ccccc1)c1nncn21	-0.1%	-1%	18%	-8%	-25%	-0.3%
3	COC(=O)/C=C1/SC(=NC(=O)c2cccc([N+](=O)[O-])c2)NC1=O	0.8%	.	26%	.	-14%	7.7%
4	CCOC(=O)c1sc(NC(=O)c2cccs2)nc1C	-2.3%	0%	-74%	8%	-9%	1.9%
5	CCCc1cc(C(=O)N2CCN(c3ccccc3C)CC2)cs1	-0.1%	2%	13%	6%	.	2.3%
6	COc1cc2ncnc(NCc3ccccc3C)c2cc1OC	0.0%	4%	25%	10%	41%	-3.8%
7	Cc1ccc(-c2cc(=O)c3cc(F)ccc3[nH]2)cc1	-0.3%	3%	-2%	9%	-47%	-3.3%
8	CCOc1ccc(C(=O)Nc2cccc(NC(=O)c3cccs3)c2)cc1[N+](=O)[O-]	-0.1%	29%	10%	-11%	10%	-1.2%
9	COc1ccc(CNC(=O)C2Cc3ccccc3CN2C(=O)c2ccco2)cc1 (centres undefined)	0.5%	0%	2%	1%	-29%	-6.9%
10	Cn1cc(S(=O)(=O)Nc2ccc(OC(F)(F)F)cc2)c(=O)n(C)c1=O	-0.3%	-8%	16%	4%	6%	0.3%

No.	AID2073	KOR beta-arrestin-2	Dynein cargo inh	Dynein cargo inh cytoplasmic EGFP	Dynein cargo inh nuclear GR-EGFP	Dynein cargo inh cell count
1	4%	-19%	-0.39	-0.32	-0.45	0.74
2	-4%	4%	-0.96	-0.024	-0.21	0.32
3	-15%	21%	.	.	.	.
4	8%	10%	-0.78	0.0028	-0.42	0.86
5	-2%	0%	-0.37	0.73	0.049	0.31
6	7%	11%	0.22	-0.23	-0.28	0.13
7	-4%	3%	-0.28	-0.2	0.24	0.76
8	28%	-7%	0.53	-0.23	0.4	-0.53
9	12%	5%	-0.88	0.044	-0.38	0.37
10	6%	9%	-0.89	0.0087	-0.43	1.7

3 of the entries above in order of the Dynein cargo inh cell count value, high to low:
No.	SMILES	GPR55 beta-arrestin	P. falciparum M1AAP	HEK293 NOD2/NF-kB	P. falciparum M17LAP	NOD1 NF-kB reporter	KOR beta-arrestin-1
7	Cc1ccc(-c2cc(=O)c3cc(F)ccc3[nH]2)cc1	-0.3%	3%	-2%	9%	-47%	-3.3%
5	CCCc1cc(C(=O)N2CCN(c3ccccc3C)CC2)cs1	-0.1%	2%	13%	6%	.	2.3%
6	COc1cc2ncnc(NCc3ccccc3C)c2cc1OC	0.0%	4%	25%	10%	41%	-3.8%

No.	AID2073	KOR beta-arrestin-2	Dynein cargo inh	Dynein cargo inh cytoplasmic EGFP	Dynein cargo inh nuclear GR-EGFP	Dynein cargo inh cell count
7	-4%	3%	-0.28	-0.2	0.24	0.76
5	-2%	0%	-0.37	0.73	0.049	0.31
6	7%	11%	0.22	-0.23	-0.28	0.13

Going on with the list:
No.	SMILES	GPR55 beta-arrestin	P. falciparum M1AAP	HEK293 NOD2/NF-kB	P. falciparum M17LAP	NOD1 NF-kB reporter	KOR beta-arrestin-1
11	O=S(=O)(/C=C/c1ccccc1)N1CCN(c2nc(-c3cccnc3)nc3ccccc23)CC1	-0.1%	3%	-21%	-3%	-18%	0.4%
12	CCCN1C(=O)c2ccc(C(=O)NC3CCCCC3)cc2C1=O	-0.2%	-2%	7%	1%	-7%	-1.4%
13	COc1ccc([C@@H]2C[C@@H](c3ccccc3)Oc3cc(OC)cc(OC)c32)cc1	-0.1%	4%	-14%	8%	-10%	-0.4%
14	NC(=O)c1ccccc1N/C=C/C(=O)c1ccc(F)cc1	0.0%	13%	-180%	-8%	11%	3.7%
15	CS(=O)(=O)Nc1nc2n(n1)C(c1ccccc1)C=C(c1ccc(Br)cc1)N2 (centres undefined)	-0.3%	45µM*	6%	-244%	-28%	0.8%
16	O=C(NCc1ccccc1Cl)c1cccc(OC2CCN(C(=O)C3CC3)CC2)c1	-0.1%	.	27%	.	4%	-2.2%
17	COc1cc(C(=O)Nc2ccc(S(=O)(=O)N3CCc4ccccc43)cc2)cc(OC)c1OC	0.3%	2%	1%	-4%	-23%	-2.6%
18	Cn1c(=O)cc(-c2ccccc2)c2ccccc21	-0.1%	-5%	10%	1%	.	-2.7%
19	CC(C)COC(=O)Cn1cnc2ccc(Br)cc2c1=O	0.6%	6%	14%	7%	6%	-2.7%
20	Cc1cccc(N2CCN(C(=O)c3ccc(NC4=NC5CS(=O)(=O)CC5S4)cc3)CC2C)c1 (centres undefined)	0.3%	.	1%	.	0%	-3.3%

No.	AID2073	KOR beta-arrestin-2	Dynein cargo inh	Dynein cargo inh cytoplasmic EGFP	Dynein cargo inh nuclear GR-EGFP	Dynein cargo inh cell count
11	37%	4%	-0.45	-0.24	-0.23	0.77
12	1%	9%	-0.86	-0.24	-0.2	-0.028
13	7%	31%	-0.36	-0.76	-0.26	-0.34
14	1%	-6%	2.9	0.14	2.2	-2.1
15	43%	-62%	-0.46	-0.17	-0.4	0.36
16	4%	-18%	.	.	.	.
17	17%	-28%	0.71	-0.44	0.44	-0.36
18	-1%	-16%	1	-0.24	0.58	0.18
19	7%	-10%	0.48	-0.12	0.51	-0.72
20	22%	-6%	.	.	.	.

(listing goes on)
No.	SMILES	GPR55 beta-arrestin	P. falciparum M1AAP	HEK293 NOD2/NF-kB	P. falciparum M17LAP	NOD1 NF-kB reporter	KOR beta-arrestin-1
21	CCOc1ccc(N(CC(=O)N2CCN(c3ccc(F)cc3)CC2)S(=O)(=O)c2c(C)noc2C)cc1	-0.1%	.	-4%	.	3%	-5.9%
22	O=C(Nc1ccc(OC(F)F)c(Cl)c1)[C@@H]1CCCN1C(=O)c1cccs1	-0.2%	2%	15%	2%	-45%	-4.8%
23	COc1ccccc1Nc1nc2nonc2nc1N1CCCCC1C (centres undefined)	-0.3%	4%	-21%	-36%	-3%	6.8%
24	OCCC1CN(Cc2c(O)ccc3ccccc23)CCN1CCc1ccccc1 (centres undefined)	0.3%	2%	8%	-1%	-20%	-2.9%
25	CCOc1ccc2nc(NC(=O)C34CC5CC(CC(NC(C)=O)(C5)C3)C4)sc2c1	0.0%	.	-14%	.	-49%	-2.0%
26	O=C(Nc1ccccc1)C1CCN(C(=O)c2ccccc2)CC1	0.3%	2%	22%	-11%	12%	-1.7%
27	Cc1c(C(=O)N2CCOCC2)[nH]c2ccc(OCc3ccccc3)cc12	0.0%	8%	6%	-5%	-4%	3.4%
28	COc1ccc(-n2c(SCC(=O)/C(C#N)=C(\C)N)nc3ccccc3c2=O)cc1OC	-0.2%	1%	16%	1%	-5%	0.2%
29	COC(=O)c1ccc(COc2cccc3c2OC(C)(C)C3)cc1	0.0%	.	6%	.	-7%	8.5%
30	Cc1[nH]c2ccccc2c1/C=N\NC(=O)CNc1ccc2c(c1)OCO2	0.5%	9%	-1%	-4%	-26%	-2.8%

No.	AID2073	KOR beta-arrestin-2	Dynein cargo inh	Dynein cargo inh cytoplasmic EGFP	Dynein cargo inh nuclear GR-EGFP	Dynein cargo inh cell count
21	23%	-7%	.	.	.	.
22	0%	-10%	-0.67	-0.24	-0.31	0.42
23	11%	-9%	-0.22	-0.15	0.24	0.32
24	20%	8%	1.3	-0.072	1.6	-1.7
25	5%	20%	.	.	.	.
26	-3%	12%	-0.94	-0.42	-0.65	1.1
27	8%	-81%	0.41	-0.37	0.57	0.075
28	-43%	5%	0.44	-0.11	0.13	0.14
29	4%	-14%	.	.	.	.
30	3%	1%	-0.35	-0.00093	-0.35	0.25

Gathered by group: the compounds so far containing fluorine (5)
No.	SMILES	GPR55 beta-arrestin	P. falciparum M1AAP	HEK293 NOD2/NF-kB	P. falciparum M17LAP	NOD1 NF-kB reporter	KOR beta-arrestin-1
7	Cc1ccc(-c2cc(=O)c3cc(F)ccc3[nH]2)cc1	-0.3%	3%	-2%	9%	-47%	-3.3%
10	Cn1cc(S(=O)(=O)Nc2ccc(OC(F)(F)F)cc2)c(=O)n(C)c1=O	-0.3%	-8%	16%	4%	6%	0.3%
14	NC(=O)c1ccccc1N/C=C/C(=O)c1ccc(F)cc1	0.0%	13%	-180%	-8%	11%	3.7%
21	CCOc1ccc(N(CC(=O)N2CCN(c3ccc(F)cc3)CC2)S(=O)(=O)c2c(C)noc2C)cc1	-0.1%	.	-4%	.	3%	-5.9%
22	O=C(Nc1ccc(OC(F)F)c(Cl)c1)[C@@H]1CCCN1C(=O)c1cccs1	-0.2%	2%	15%	2%	-45%	-4.8%

No.	AID2073	KOR beta-arrestin-2	Dynein cargo inh	Dynein cargo inh cytoplasmic EGFP	Dynein cargo inh nuclear GR-EGFP	Dynein cargo inh cell count
7	-4%	3%	-0.28	-0.2	0.24	0.76
10	6%	9%	-0.89	0.0087	-0.43	1.7
14	1%	-6%	2.9	0.14	2.2	-2.1
21	23%	-7%	.	.	.	.
22	0%	-10%	-0.67	-0.24	-0.31	0.42

Other results.
No.	SMILES	GPR55 beta-arrestin	P. falciparum M1AAP	HEK293 NOD2/NF-kB	P. falciparum M17LAP	NOD1 NF-kB reporter	KOR beta-arrestin-1
31	Cc1ccc(N2C(=O)CC3(CC4C=CC3C4)C2=O)cc1 (centres undefined)	0.3%	5%	-4%	-6%	-22%	-2.7%
32	O=C(Nc1nnc(C2CC2)s1)C1=NN(C2CCS(=O)(=O)C2)C(=O)CC1 (centres undefined)	-0.3%	4%	14%	0%	-28%	-6.7%
33	N#CN=C1CCCCCN1CC(N)=O	0.4%	6%	-4%	6%	5%	2.7%
34	COc1cc2c(cc1OC)CN(C(=O)c1ccc(OC)c(S(=O)(=O)N3CCOCC3)c1)CC2	-0.2%	3%	-7%	2%	-12%	-4.2%

No.	AID2073	KOR beta-arrestin-2	Dynein cargo inh	Dynein cargo inh cytoplasmic EGFP	Dynein cargo inh nuclear GR-EGFP	Dynein cargo inh cell count
31	0%	-8%	1.1	0.071	1	-0.66
32	-4%	-9%	-0.095	-0.3	-0.12	0.15
33	9%	-4%	0.048	-0.042	0.036	0.12
34	-7%	-5%	-1.1	-0.4	-0.36	0.82

Some values from the entries so far:
NOD1 NF-kB reporter, #32 = -28%
NOD1 NF-kB reporter, #31 = -22%
